PKM2 activator – PKM2 (human) enzyme activation; AID 1631; 260,000 compounds, 0.34% hits; Potency, µM (doses to about 57.5 µM), without a hit: at the highest dose activation, actives largely listed as activators; P14618; purified PKM2, Kinase-Glo ATP luminescence, activation; response scale: 0% is enzyme alone, no compound; note: potency is the fitted concentration of half-maximal effect; % is set by controls: 0 for no effect and ±100 for the full control effect; nearly all actives have a fitted effect of over 55% in size
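Kinase-Glo luminescence reports ATP generated from ADP (0.1 mM) and PEP (0.5 mM) by purified hPK-M2 after 1 h at room temperature, pH 7.2 imidazole buffer; intermediate enzyme activity allows detecting inhibitors and activators.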
NPC1 prom act – activators of NPC1 promoter; Huh7 NPC1 promoter luciferase reporter, 24 h; Potency, µM (highest dose often 9.22 µM), for inactives: at the highest dose activation, hits mostly activators; 320,000 compounds, 2.4% hits; AID 485313;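 note: potency is the fitted concentration of half-maximal effect; % of control where 0% means no effect; nearly all actives have a fitted effect of over 60% in size; reporter is driven by a mutant NPC1 promoter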
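Quantitative HTS used a cell-based reporter: Huh7 cells stably bearing the NPC1 promoter upstream of luciferase were treated with compounds for 24 h, and promoter activation was read as luminescence.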
p53 reactivation – restores transcriptional activity of mutant p53; H1299 p53-A138V BP100-luciferase reporter, luminescence, 24 h; Potency, µM (highest dose often 92.2 µM), without a hit: at the highest dose activity change, positive = activation, hits mostly activators; 320,000 compounds, 0.063% hits; note: potency is the fitted concentration of half-maximal effect; % of control where 0% means no effect; nearly all actives have a fitted effect of over 45% in size
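p53-null H1299 cells stably carrying temperature-sensitive p53-A138V and a BP100-luciferase reporter were pinned with compounds (4-point, 1:5 series) and held 24 hrs at 37 deg C. Luminescence was read 10 min after detection reagent.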
ELG1 genotox – inducers of genotoxicity in HEK293T ELG1-luciferase cells; HEK293T ELG1-luciferase reporter, luminescence, 16 h; Potency, µM (titrated, usually from 46 µM), without a hit: at the top dose activity change, positive = activation, usual class: activators; 330,000 compounds, 1.3% hits; note: potency is the fitted concentration of half-maximal effect; % of control where 0% means no effect; nearly all actives have a fitted effect of over 60% in size
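Luminescence read-out: rising ELG1-luciferase signal, reflecting elevated ELG1 protein under genetic stress, flags genotoxic compounds. Cells were treated for 16 hr at 37 °C before ONE-Glo detection.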
Menin MLL FP TR – displaces Texas Red mutant MLL peptide from human menin | O00255 | Menin + Texas Red MLL mutant peptide, fluorescence polarization | Potency, µM (highest dose often 61.6 µM), inactives show at the top dose FP activity change, negative = inhibition, actives largely listed as inhibitors | 270,000 compounds, 0.23% hits | AID 1768; active = well fitted inhibition curve with a large enough effect in the polarisation, with a control signal flat, not every such curve was filed as active; inconclusive = small, poorly fitted or top-dose-only effect, or effect the other way, or a change in a side signal; inactive = no such curve, though single readings can be large or run the other way; the % refers to the polarisation; note: potency is the fitted concentration of half-maximal effect; % of control where 0% means no effect; many of its hits are not listed in these tables
Target sequence (O00255 whole entry, looked up): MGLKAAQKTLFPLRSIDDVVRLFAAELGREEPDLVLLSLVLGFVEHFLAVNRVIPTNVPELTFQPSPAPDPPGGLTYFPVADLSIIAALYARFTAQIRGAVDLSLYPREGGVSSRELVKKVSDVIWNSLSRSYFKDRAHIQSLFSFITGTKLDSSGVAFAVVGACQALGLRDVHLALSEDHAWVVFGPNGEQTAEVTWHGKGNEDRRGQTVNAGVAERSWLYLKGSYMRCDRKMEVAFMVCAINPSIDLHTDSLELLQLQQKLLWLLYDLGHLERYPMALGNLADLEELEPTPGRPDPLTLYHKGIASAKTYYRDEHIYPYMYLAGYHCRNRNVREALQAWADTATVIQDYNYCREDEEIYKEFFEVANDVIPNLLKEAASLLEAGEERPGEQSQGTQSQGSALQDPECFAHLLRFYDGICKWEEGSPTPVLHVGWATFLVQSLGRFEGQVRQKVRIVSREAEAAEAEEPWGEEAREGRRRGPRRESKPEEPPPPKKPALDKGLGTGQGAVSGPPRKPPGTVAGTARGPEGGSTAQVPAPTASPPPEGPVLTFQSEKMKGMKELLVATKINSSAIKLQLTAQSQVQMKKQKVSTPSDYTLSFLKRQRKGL
RORg inh – blocks mouse ROR gamma transcriptional activity. P51450. Drosophila S2 Gal4-RORgamma UAS-luciferase reporter, 20 h. Potency, µM (titrated, usually from 53.6 µM), without a hit: at the top dose activity change, negative = inhibition, actives largely listed as inhibitors. 310,000 compounds, 5.4% hits. AID 2551; note: potency is the fitted concentration of half-maximal effect; % is set by controls: 0 for no effect and ±100 for the full control effect; nearly all actives have a fitted effect of over 60% in size
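Drosophila S2 cells stably expressing Gal4-DBD/mouse RORγ fusion under metallothionein promoter plus UAS-luciferase; compound 1 h, then 700 uM CuSO4 induction for 20 h at ambient temperature; inhibition read as reduced luminescence.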
BRCA1 expr up – increases BRCA1 expression. Potency, µM (doses to about 46.1 µM), inactives show at the highest dose activation, usual class: activators. 380,000 compounds, 1.1% hits. MCF7-BRCA1-FFLuc reporter, luminescence, 48 h; response scale: scaled: vehicle 0%, 10 µM genistein 100%; note: potency is the fitted concentration of half-maximal effect; nearly all actives have a fitted effect of over 80% in size; some results filed as inactive show a strong effect at the top dose
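Activators of BRCA1 expression were detected as increased firefly luciferase luminescence in engineered MCF7 cells after 48 h compound incubation. Signals were scaled to genistein 10 microM as full activation.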
Rab9 prom act – activators of Rab9 promoter. Huh7 Rab9 promoter-luciferase reporter, luminescence, 24 h. Potency, µM (titrated, usually from 9.22 µM), for inactives: at the top dose activation, negative = inhibition, actives largely listed as activators. 320,000 compounds, 2.8% hits; note: potency is the fitted concentration of half-maximal effect; % of control where 0% means no effect; nearly all actives have a fitted effect of over 60% in size
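Quantitative HTS format; Huh7 Rab9-luciferase reporter cells (1500/well) receive compound 2 h post-plating, incubate 24 h at 37 °C, then get luciferase reagent for 10 min before luminescence reading.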
VP16 counter – inhibits Gal4-VP16 luciferase reporter, ROR gamma counter-screen; Drosophila S2 Gal4-VP16 UAS-luciferase, luminescence, 20 h; Potency, µM (titrated, usually from 53.6 µM), inactives show at the highest dose activity, negative = inhibition, hits mostly inhibitors; 310,000 compounds, 3.5% hits;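 note: Gal4-VP16 expression switched on by copper sulfate through the metallothionein promoter; potency is the fitted concentration of half-maximal effect; % is set by controls: 0 for no effect and ±100 for the full control effect; nearly all actives have a fitted effect of over 50% in size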
FLuc modulator – firefly luciferase modulation, counter-screen for miR-21 project. purified FLuc, Km substrates, luminescence inhibition. Potency, µM (titrated, usually from 57.5 µM), for the others: top-dose activity change, negative = inhibition, most hits filed as inhibitors. 360,000 compounds, 6.9% hits. P08659. AID 588342;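 note: potency is the fitted concentration of half-maximal effect; plate controls were vehicle for no effect and reference inhibitor for full effect; nearly all actives have a fitted effect of over 55% in size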
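Purified P. pyralis luciferase (10nM final) with 10uM D-luciferin and 10uM ATP (Km levels) in 50mM Tris acetate pH 7.5, 10mM Mg acetate, 0.01% Tween-20, 0.05% BSA; qHTS 6-point titration, ~60 µM downward; luminescence read.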
Giardia killer – Giardia lamblia killing; Giardia lamblia trophozoite viability; activity change, % at 7.66 µM, hits read low; 340,000 compounds, 0.15% hits; AID 540267; in the data active = activity change below about -80%; inconclusive = between about -30% and that limit;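 note: parasites exposed to compound for two days anaerobically before the ATP read; % is set by controls: 0 for no effect and ±100 for the full control effect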
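Luminescent ATP signal served as the viability read-out, measured 15-30 min after adding ATP detection reagent to trophozoites that had been incubated with compounds for 48 hrs at 37 deg C anaerobically at 100 cells/well.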
Numbers without * were called inactive; ? = inconclusive; / = no result given; [ ] = dose if it differs, or a comment. Unless noted, calls come from the whole dose curve; as a rule, active = well fitted curve in the direction sought with a large enough effect; inconclusive = small, poorly fitted or top-dose-only effect, or another doubt; inactive = no such curve, though single readings can be large; an effect the other way counts as inactive or inconclusive. Not all compounds are listed; rates above refer to the full screens.

SMILES	PKM2 activator	NPC1 prom act	p53 reactivation	ELG1 genotox	Menin MLL FP TR	RORg inh	BRCA1 expr up	Rab9 prom act	VP16 counter	FLuc modulator	Giardia killer
COC(=O)Nc1sc2c(c1C(=O)NCc1ccco1)CCC2	-21%	25%	-6%	8%	12%	?	-76%	10%	-2%[0.365 µM]	12%	8
CCOC(=O)Cc1csc(NC(=O)c2cc(OC)cc(OC)c2)n1	-1%	1%	-7%	-6%	1%	?	-22%	-4%	4%	?	-4
COc1ccc(/C=C(\NC(=O)c2ccccc2)C(=O)NCc2cccnc2)cc1	-1%	2%	-1%	-6%	?	-31%	0%	0%	13%	-2%	-22
O=C(NC1CCCCC1)C(c1ccc2ncccc2c1)N(Cc1cccs1)C(=O)c1cccs1 (configuration not stated)	-24%	-1%	-1%	-8%	54%[activator]	-1%	-50%	8%	-9%	-5%	-13
Cc1ccc(COCCN2CCN(S(=O)(=O)c3ccc(C)cc3)CCC2=O)cc1	28%	-4%	-2%	-1%	-9%	?	-22%	-3%	-18%	?	1
CN(C)CCCNC(=O)C1(O)c2cc(Br)ccc2NC(=O)N1c1c(F)cccc1F (configuration not stated)	/	0%	-1%	3%	17%	2%	-9%	-8%	-3%	-1%	3
O=C(CSc1nncn1-c1ccccc1)Nc1ccc(N2CCOCC2)cc1	-1%	1%	13%	0%	0%	16%	-3%	9%	-11%	-15%	3
COC(=O)CN(C#N)c1nc(NCc2ccccc2)nc(OC)n1	18%	-13%	12%	13%	13%	21%	-20%	-5%	3%	-1%	24
O=C1CC(O)(C(F)F)Oc2ccc3ccccc3c21 (configuration not stated)	0%	4%	3%	-13%	-18%	-39%	7%	10%	0%	-17%	-6
COc1ccc(C(C(=O)NC2CCCCC2)N(Cc2cccs2)C(=O)Cc2c[nH]c3ccccc23)cc1 (configuration not stated)	-7%	-2%	-5%	1%	-27%	34%	-79%[inhibitor]	-5%	0%	-5%	-15
O=C(NCc1ccccc1)C1=C[C@H](c2coc3ccccc3c2=O)C[C@H](OCc2ccc(CO)cc2)O1	8%	3%	-1%	-3%	-4%	41%	-17%	-4%	-12%	-6%	-3
COc1cccc2cc(C(N)=O)/c(=N/NC(=O)COc3ccc(Cl)cc3)oc12	0%	0%	-2%	?	1%	25%	/	-3%	2%	0%	/
O=C(NCC1CCCO1)c1ccc(Cl)c(S(=O)(=O)N2CCCCC2)c1 (configuration not stated)	2%	-3%	-7%	-12%	-2%	16%	-12%	7%	-12%	0%	5
COc1ccc2c(c1O)-c1ccccc1CCN(C)C2	3%	-9%	-2%	-1%	1%	13%	5%	1%	-1%	-3%	0
CCOc1cc(C(=S)N2CCOCC2)ccc1O	3%	-3%	6%	-6%	-11%	2%	-17%	4%	-4%	-19%	7
CC(=O)Nc1ccc(C(=O)OCC(=O)c2ccc(C)c([N+](=O)[O-])c2)cc1	-4%	-1%	-3%	0%	4%	14%	17%	1%	12%	4%	-21
CC(=O)OCc1c(COC(C)=O)[n+](=O)c2ccccc2n1[O-]	-1%	1%	8%	-6%	-5%	10%	3%	-7%	9%	-1%	?
COc1cccc(CN2CCC(C(=O)N3CCN(Cc4ccc5c(c4)OCO5)CC3)CC2)c1	3%	0%	1%	13%	/	-1%	-18%	6%	3%	1%	3
O=C(COc1ccc(Cl)cc1[N+](=O)[O-])N1CCCCCC1	-1%	0%	-3%	-1%	-1%	22%	18%	1%	1%	-6%	3
CCCCCCSc1cccc(-c2nc3ccc(C)cn3c2NCc2ccccc2)c1	/	-2%	2%	-5%	/	/	36%	3%	/	?	-14
COC(=O)CN1C(c2ccc(OC)cc2)=Nc2ccc(Cl)cc2C1c1ccccc1 (configuration not stated)	8%	-1%	-7%	-4%	7%	?	-25%	-2%	-20%	1%	2
COCCN1C(=O)C(=O)/C(=C(/O)c2ccc(S(=O)(=O)N3CCOCC3)cc2)C1c1ccc(O)cc1 (configuration not stated)	6%	0%	8%	0%	/	20%	0%	0%	-11%	-2%	-6
Cc1c(O)ccc2c(CN3CCN(CCO)CC3)cc(=O)oc12	-5%	0%	-12%	2%	-5%	-28%	-12%	-5%	-5%	-7%	-17
COC(C(=O)Nc1ccc(NC(=O)C(OC)c2ccccc2)cc1)c1ccccc1 (configuration not stated)	-1%	-3%	-28%	-6%	-9%	2%	-2%	12%	9%	-1%	15
CCOc1cccc(C(=O)Nc2ccc3oc(Cc4ccc(Cl)cc4)nc3c2)c1	2%	1%	2%	-8%	?	36%	-65%	-15%	-2%	-10%	-5
Cc1cccc(NC(=O)CSc2nc(=O)n(CCN3CCOCC3)c3c2CCCC3)c1C	/	-7%	2%	0%	/	/	-15%	-3%	/	-1%	10
CCOC(=O)c1c2c3c(c(Cl)ccc3[nH]c1=O)C(=O)c1ccccc1-2	3%	-1%	2%	-4%	?	33%	-37%	-5%	-16%	-6%	7
O=C(CCNS(=O)(=O)c1cccs1)N1CCN(c2cccc(C(F)(F)F)c2)CC1	/	-3%	2%	-4%	/	/	-27%	-4%	/	/	-9
CC1CCCCN1C(=O)COc1ccc2ccc(=O)oc2c1 (configuration not stated)	-2%	19%	-1%	9%	3%	-10%	-3%	22%	7%	3%	-4
C=CCn1c(=O)c(C(=O)Nc2ccccc2S(N)(=O)=O)c(O)c2ccccc21	3%	2.5µM*	6%	?	11%	1%	?	3.2µM*	4%	?	0
CCC12CN(C(=O)c3ccco3)CC(CC)(CN(C(=O)c3ccco3)C1)C2=O	-11%	-1%	21%	1%	/	-4%	-14%	0%	-2%	4%	2
COc1ccccc1N(CN1C(=O)c2ccccc2C1=O)C(=O)c1cccnc1	7%	-12%	3%	0%	14%	8%	9%	-2%	-20%	1%	1
COCCNC(=O)CN(C(=O)Cn1nnc2ccccc21)c1ccc(F)c(Cl)c1	1%	-2%	-5%	2%	2%	-3%	-9%	-8%	0%	3%	-12
CNC(=O)Cn1c(C)cc(=O)c2cccc(C)c21	1%	-9%	3%	2%	/	-8%	-20%	-6%	0%	-1%	5
Cc1ccc(C(=O)O)cc1S(=O)(=O)N1CCOCC1	-6%	-2%	-2%	-3%	-7%	-18%	3%	-1%	-2%	1%	0
COc1ccccc1NC(=O)CCC(=O)c1ccc(-c2ccccc2)cc1	0%	-4%	1%	1%	18%	5%[10 µM]	11%	-4%	-13%	?	4
Cc1cc(OCCCC(=O)Nc2cccc(-n3cnnn3)c2)ccc1Cl	2%	0%	-4%	-4%	16%	?	-4%	1%	-3%	-5%	?
COC(=O)Cc1c(C)c2ccc(OC(C)C)cc2oc1=O	-2%	?	7%	18%	/	19%	91%	3.2µM*	2%	15µM*	10
CCCOC(=O)Nc1sc2c(c1C(N)=O)CCCC2	2%	0%	1%	13%	0%	16%	1%	13%	-14%	-7%	-18
OC(COc1ccc2cc(Br)ccc2c1)CN1CCN(c2ccccn2)CC1 (configuration not stated)	-24%	-5%	-6%	?	5%	0%	-14%	-5%	-2%	-6%	3
CCOc1ccc(Br)cc1C(=O)N/N=C/c1c[nH]c2ccccc12	/	1%	6%	-1%	28%	3%	-8%	-4%	-7%	2%	-4
C/C(=N\Nc1ccc(C#N)cc1[N+](=O)[O-])c1ccc(O)cc1	-14%	7%	-1%	0%	/	35%	11%	3%	2%	-2%	4
COc1ccccc1NC(=O)Cn1nnc(-c2ccccc2NC(=O)c2cccs2)n1	-2%	-2%	2%	-5%	?	-18%	5%	0%	2%	0%	-12
Cc1n[nH]c(=O)c2c(NC(=O)CSc3nnnn3-c3ccccc3)oc(C)c12	/	-2%	4%	1%	/	/	-53%	0%	/	0%	-10
Cc1ccnc(N2C(=O)c3ccccc3C2=O)c1	/	-1%	-3%	-5%	0%	9%	7%	-5%	7%	-1%	-1
O=C(CN1CCN(c2ccc(O)cc2)CC1)NCC(=O)Nc1ccc(F)c(F)c1F	/	7%	-13%	-2%	/	/	-38%	-5%	/	6%	5
CCOC(=O)C1=C(c2ccccc2)NC(=O)NC1c1cc(OC)c(O)c([N+](=O)[O-])c1 (configuration not stated)	1%	-4%	/	1%	5%	3%	0%	10%	1%	3%	-21
